Screens: PubChem, Broad Institute
E-sel inducer: induces E-selectin expression in human endothelial cells. 0.37% of 260,000 active. P16581. activation, % at 7.58 µM. HUVEC E-selectin immunofluorescence imaging; normalized: neutral wells 0, TNF-alpha wells 100;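 active = mean E-selectin-positive cell signal at least 10% of the positive control, reached in at least 60% of replicates, without over 20% cell loss; inconclusive = no rule given, readout overlaps actives, possibly toxicity-flagged; inactive = the rest, including those meeting only one limit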;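 also: in these data hits start at about 27%; measured in HUVEC primary endothelial cells; signal is the percent of cells scored E-selectin positive by PE staining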
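System: HUVEC, human umbilical vein endothelial cells; quantity: 3,000 cells/well; buffer or medium: EGM-2 medium, gelatin-coated wells; dosing: single-point compound dose; detection: immunofluorescence imaging; evaluation: % PE-positive cells; benchmarks: TNF-alpha, DMSO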
esBAF inh: blocks esBAF chromatin remodeling in mouse ES cells. Bmi1-luciferase knock-in reporter, 24 h; 100% = twice the neutral-well signal. reporter increase, % at 12.5 µM. 2% of 350,000 active; in the data active = activation above about 40%; inconclusive = no clear call, values can overlap the other calls;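 also: 0% = median of the plate's neutral control wells and 100% = double that signal; a rise in the Bmi1 reporter signal indicates esBAF inhibition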
RAD54 inh: inhibitors of human RAD54 branch migration | RAD54 Holliday junction branch migration, FAM/BHQ fluorescence | Q92698 | 0.14% of 360,000 active | inhibition, % at 10.4 µM;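 active = mean normalized replicate activity at least 40 and at least half of replicates scoring 40 or more; inconclusive = only one of the two criteria met; inactive = mean below 40 and under half of replicates reaching 40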;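 also: 0% = median of neutral control wells and 100% = median of positive control wells; inhibitors cause a drop in the FAM fluorescence signal; in these data hits start at about 50%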
FN deposit inh: fibronectin deposition inhibition; inhibition, % at 12.6 µM; 0.086% of 350,000 active; AID 743247; AH1F fibroblasts, Alexa488-fibronectin deposition fluorescence, overnight;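 active = mean inhibition across replicates of 30% or more, regardless of how many single replicates reach that level; inconclusive = mean under 30% yet at least half of replicates reach 30%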;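 also: positive control wells lacked labelled fibronectin entirely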
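Material: AH1F fibroblasts assembling fluorescent fibronectin matrix; amount: 10000 AH1F cells/well; medium: DMEM, 2% serum; reagent: Alexa488-fibronectin, 24 nM final in well; dosing: single compound dose, delivered by pin transfer; incubation: 1 h adhesion, overnight exposure; detection: fluorescence after three HBSS washes, excitation 485 nm, emission 525 nm; measure: fibronectin deposition inhibition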
RAD52 anneal inh: RAD52 (human) annealing inhibition; P43351; recombinant RAD52 DNA annealing, FRET fluorescence; inhibition, % at 18.7 µM; 0.46% of 360,000 active;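 active = every replicate showing at least 50% inhibition; inconclusive = mean inhibition at least 50% but not in every replicate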
Target sequence (P43351 whole entry, looked up): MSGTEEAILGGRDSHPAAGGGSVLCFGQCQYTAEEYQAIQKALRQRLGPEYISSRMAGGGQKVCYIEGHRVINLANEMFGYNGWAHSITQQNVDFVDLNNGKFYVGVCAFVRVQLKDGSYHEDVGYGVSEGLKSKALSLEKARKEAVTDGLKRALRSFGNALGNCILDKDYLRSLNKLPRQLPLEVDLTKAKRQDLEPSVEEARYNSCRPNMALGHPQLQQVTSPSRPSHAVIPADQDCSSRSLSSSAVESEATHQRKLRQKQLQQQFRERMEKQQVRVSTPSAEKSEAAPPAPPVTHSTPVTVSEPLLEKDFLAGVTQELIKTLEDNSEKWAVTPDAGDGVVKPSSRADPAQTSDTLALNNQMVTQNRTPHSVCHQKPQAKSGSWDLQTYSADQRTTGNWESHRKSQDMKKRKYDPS
S100A4 inh HTS: blocks human S100A4 binding to myosin IIA peptide. 0.14% of 360,000 active. P26447. S100A4/TAMRA-MyoIIA peptide fluorescence polarization. inhibition, % at 10.7 µM;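 active = mean inhibition of at least 70% across replicates, with every replicate also reaching that level; inconclusive = mean inhibition reaches 70% but some replicates fall short; inactive = mean inhibition below 70%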
Target sequence (P26447 whole entry, looked up): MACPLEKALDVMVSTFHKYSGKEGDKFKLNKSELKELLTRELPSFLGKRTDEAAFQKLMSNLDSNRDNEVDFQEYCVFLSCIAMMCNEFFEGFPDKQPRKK
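Material: human S100A4 monomer with TAMRA-labelled myosin IIA peptide; buffer or medium: HEPES pH 7.2 with CaCl2, KCl, NaCl, DTT, Triton; compound dosing: one concentration per compound; schedule: 5 min incubation before reading; benchmarks: neutral control DMSO, positive control TFP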
EWS-Fli inh: inhibitors of EWS/Fli oncoprotein transcriptional activity; A673 NR0B1-luciferase reporter, viability-normalised; inhibition, % at 12.6 µM; 0.67% of 350,000 active;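 active = mean inhibition of at least 50% after viability correction, with every replicate also passing that limit; inconclusive = mean reaches 50% but only one of two replicates passes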;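 also: firefly luciferase signal divided by Alamar Blue viability fluorescence both relative to DMSO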
Xi reactivation: X-chromosome reactivation activator; AID 743238; XiGFP mouse fibroblasts, % GFP-positive cells imaging, 3 d; cells co-treated with 5-aza-dC sensitizer; scaled so ellipticine positive control = 100%; 0.055% of 360,000 active; activation, % at 7.58 µM;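 active = mean normalized replicate activation at least 10% and every replicate at or above 10%; inconclusive = only one of the two criteria met; inactive = mean below 10% and not all replicates reach 10%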;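 also: 0% = median of on-plate neutral control wells and 100% = ellipticine 6 µM median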
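System: SV40-immortalized XiGFP fibroblast cells, line 68-5-11 / Incubation: 3-day compound exposure, then 15 min fixation at room temperature / Compound: single concentration per compound, delivered by pin transfer / Buffer or medium: DMEM plus 5-aza-dC sensitizer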
Active calls of the source: *; ? = inconclusive; / = not tested or not shown; & = joins results of further samples. Compounds as they come; any-hit rate near 3%.

SMILES	E-sel inducer	esBAF inh	RAD54 inh	FN deposit inh	RAD52 anneal inh	S100A4 inh HTS	EWS-Fli inh	Xi reactivation
[N-]=[N+]=NCc1ccccc1C[C@@]1(C(=O)NCC(O)CO)N=C(c2ccc(OCCCO)cc2)O[C@@H]1c1ccccc1 (some centres not stated)	/	/	-7	/	13	-7	4	/
Cc1ccc2[nH]c3c(c2c1)CNCC3	/	-6	3	5	3	8	2	0.0
COc1ccccc1C(=O)N1C[C@@H]2[C@H](c3ccccc31)[C@H](CO)N2Cc1ccc(F)cc1	-0.2	-2	-12	/	/	/	14	0.2
C=CCN=C1NC(c2ccccc2C(F)(F)F)C(C(=O)OC)=C(C)N1Cc1ccccc1C(F)(F)F (configuration not stated)	-0.2	/	/	-2	-39	1	0	0.0
COc1ccc(NC(=O)NCCN2CCN(c3ccc(C)cc3)CC2)c(Cl)c1	0.0	-6	-6	9	-6	3	-9	0.1
Cc1cccc(S(=O)(=O)N(C)C[C@H]2OCc3ccccc3-c3c(n(C)c4ccccc34)C(=O)N([C@@H](C)CO)C[C@@H]2C)c1	0.4	-4	1	2	15	11	-8	-0.2
O=C(NC(=O)c1ccccc1N1CCCCC1)Nc1ccc(Br)cc1	11	/	/	-1	0	-2	1	0.3
CC(=O)CC(C)(C)S(=O)(=O)c1ccc(NC(C)=O)cc1	/	0	-1	/	-5	4	8	/
Cc1noc(C)c1NC(=O)N(C)C[C@H]1Oc2c(NS(=O)(=O)c3ccccc3)cccc2C(=O)N([C@@H](C)CO)C[C@@H]1C	0.6	3	2	/	-7	2	-2	-0.1
N#C/C(=C(/O)COc1ccc(Br)cc1)c1nnc2n1CCCCC2	/	/	/	8	-6	3	2	0.0
CCOC(=O)[C@]12CCCC=C1N(Cc1ccc(Cl)cc1Cl)C(=O)[C@H](CC(=O)N1CCCCC1)C2	/	/	/	2	-16	-3	3	0.0
CCCCC(CCC(=O)Nc1cccc([N+](=O)[O-])c1)C(=O)O (configuration not stated)	/	/	/	6	-7	0	1	-0.1
COc1ccccc1NC(=O)N[C@@H]1CC[C@H](CCNS(=O)(=O)c2ccccc2)O[C@H]1CO	-0.3	-11	/	/	/	/	1	0.3
COC(=O)c1ccc(Cl)c(NC(=O)CN(c2ccccc2)S(=O)(=O)c2ccc(OC)cc2)c1	/	1	-1	7	-13	2	0	0.0
O=C1ON=C(c2ccc([N+](=O)[O-])cc2)/C1=C/c1ccccc1O	0.4	-8	-5	-2	-19	-6	2	0.0

Record cards, as listed above. Order of values: E-sel inducer	esBAF inh	RAD54 inh	FN deposit inh	RAD52 anneal inh	S100A4 inh HTS	EWS-Fli inh	Xi reactivation
C=CCN=C1NC(c2ccccc2C(F)(F)F)C(C(=O)OC)=C(C)N1Cc1ccccc1C(F)(F)F (configuration not stated) in the list: -0.2	/	/	-2	-39	1	0	0.0
CC(=O)CC(C)(C)S(=O)(=O)c1ccc(NC(C)=O)cc1 in the list: /	0	-1	/	-5	4	8	/

Next records:
SMILES	E-sel inducer	esBAF inh	RAD54 inh	FN deposit inh	RAD52 anneal inh	S100A4 inh HTS	EWS-Fli inh	Xi reactivation
CCOC(=O)c1cc2c(ccn2C)n1Cc1ccc(Cl)cc1	0.4	/	/	6	-9	-1	-2	-0.1
COc1ccc(Cc2nc(C(=O)Nc3ccc(F)cc3)cs2)cc1	/	/	0	7	-2	8	/	/
CCc1cccc(OCC(=O)N(C)CC(=O)Nc2cccc(F)c2)c1	/	/	/	1	-26	4	-7	0.0
CCOC(=O)c1ccccc1NC(=O)c1ccc2c(=O)n3c(nc2c1)CCCCC3	5.8	2	-6	-2	-7	-5	3	0.0
COc1ccc(NC(=O)c2cccc(S(=O)(=O)NCc3ccccc3)c2)cc1S(N)(=O)=O	/	-4	-10	-1	-9	-3	3	0.1
Cc1cc2nc3c(=O)n(CCc4ccccc4)c(=O)[nH]c3nc2cc1N	0.7	/	-100	10	-484	4	-14	0.0
COc1cc2c(cc1OC)CN(C(=O)CN(C)S(=O)(=O)c1ccc(NC(C)=O)cc1)CC2	/	-7	12	2	4	-1	4	/
CO[C@@H]1CN(C)C(=O)c2cc(NC(=O)C3CCOCC3)ccc2OC[C@@H](C)N(C(C)=O)C[C@H]1C	-0.3	1	-18	1	9	-11	-8	-0.1
Cn1c(=O)c2c(ncn2CC(=O)N/N=C/c2ccc(Br)s2)n(C)c1=O	-0.5	/	4	7	-9	-2	-54	0.7
CCOC(=O)C(C)Oc1cccc2c(=O)n(CC(=O)Nc3ccc(OC)cc3)ccc12 (configuration not stated)	-1.3	-2	-10	/	-18	-2	10	0.2
CC(=O)N1[C@H](CO)[C@H](c2ccc(C3=CCCC3)cc2)C12CN(C(=O)NC(C)C)C2	0.2	/	/	-11	-13	2	-7	0.0
COc1ccc(CCNC(=O)C2CCC(=O)N(C3CC3)C2)c(OC)c1 (configuration not stated)	-0.7	-5	-12	14	-5	3	/	0.0
C[C@@H]1CN([C@@H](C)CO)C(=O)c2cccc(NS(=O)(=O)c3cn(C)cn3)c2O[C@@H]1CN(C)C(=O)Nc1ccc2c(c1)OCO2	6.9	1	4	/	-17	13	2	0.1
O=C(C1=C[C@@H](C2CCCCC2)C[C@@H](OCCCCO)O1)N1CCN(Cc2ccccc2)CC1	-0.1	2	9&-5	-22	-6&-79	1&20	-8&6	0.2
COCCCNC(=O)c1cccc(S(=O)(=O)N2CC3(C)CC2CC(C)(C)C3)c1 (configuration not stated)	/	1	-5	-2	11	5	7	0.0

Copied from the list.
C[C@@H]1CN([C@@H](C)CO)C(=O)c2cccc(NS(=O)(=O)c3cn(C)cn3)c2O[C@@H]1CN(C)C(=O)Nc1ccc2c(c1)OCO2 @ esBAF inh: 1
Cc1cc2nc3c(=O)n(CCc4ccccc4)c(=O)[nH]c3nc2cc1N @ RAD54 inh: -100

Next part
SMILES	E-sel inducer	esBAF inh	RAD54 inh	FN deposit inh	RAD52 anneal inh	S100A4 inh HTS	EWS-Fli inh	Xi reactivation
COc1ccccc1NC(=O)NC1CCS(=O)(=O)C1 (configuration not stated)	-0.1	-8	5	1	-7	2	3	0.7
CCCCN(C)C(=S)Nc1ccc2nc3n(c(=O)c2c1)CCCCC3	/	/	/	/	-11	0	-1	-0.1
COc1ccc(SC[C@H](Cc2ccccc2)N2CCN(C)CCC2=O)cc1	0.2	15	-14	-4	9	-4	18	-0.3
O=C([C@H]1[C@H](CO)[C@H]2Cn3c(ccc(-c4ccncc4)c3=O)[C@H]2N1Cc1cocn1)N1CCCCC1	-0.8	2	-1	/	-19	10	-11	0.0
Cc1ccccc1S(=O)(=O)N1CC[C@H]2[C@H](CO)Nc3ccc(-c4cccc(F)c4)cc3[C@H]21	-0.8	-4	0	16	/	/	7	0.1
COc1ccc(OC)c(S(=O)(=O)n2nc(-c3ccccc3)cc2N)c1	-0.8	-5	-11	-2	1	-1	1	0.0
CCOc1ccc(OCCSc2nc3ccccc3[nH]2)cc1	/	1	-2	4	-22	3&1	7	/
O=C(N[C@H](C(=O)N1CCC[C@H]1C(=O)NCc1ccccc1)C1CCCCC1)c1ccc(Cl)c(Cl)c1	0.1	/	/	1	-1	-22	9	0.1
CC1C(=O)Nc2ccccc2N1C(=O)c1ccc(F)cc1 (configuration not stated)	-0.1	5	-18	-1	3	-1	0	0.3
C[C@H](CO)N1C[C@H](C)[C@@H](CN(C)Cc2ccc(Cl)c(Cl)c2)Oc2ccc(NS(=O)(=O)c3ccc(F)cc3)cc2C1=O	?	-4	-17	-4	5	3	1	0.0
CCCN1C[C@@H](C)[C@@H](OC)CN(C)C(=O)c2ccc(NC(=O)CC(F)(F)F)cc2OC[C@@H]1C	0.0	4	6	/	-29	-10	-6	0.0
COc1ccccc1Nc1c([N+](=O)[O-])cncc1[N+](=O)[O-]	/	-4	/	-2	-4	-2	0	0.0
COCCOC(=O)N1C(=O)[C@@]2(c3ccccc31)[C@H](C(=O)Nc1nc3ccccc3s1)[C@H]1C(=O)O[C@H](c3ccccc3)[C@H](c3ccccc3)N1[C@@H]2c1ccccc1OCCO	/	/	1	/	2	1	-5	/
N#C[C@@H]1[C@@H](c2ccc(C#CC3(O)CCCC3)cc2)[C@@H](CO)N1C(=O)C1CC1	-0.5	-3	-6	-2	-7	1	1	-0.1
C=CCn1c(Cc2ccc(OC)cc2)nnc1SCc1nc2ccccc2c(=O)[nH]1	/	-5	19	/	-13	-1	11	/
COCCNC(=O)c1cn(C)c2ccc(S(=O)(=O)N(C)C3CCCCC3)cc2c1=O	0.1	-4	-7	-7	-6	-1	19	0.3
COc1cc(OC)c(/C=N/NC(=O)COc2cccc3cccnc23)c(OC)c1	8.7	-12	/	-4	8	-11	-11	0.4
O=C(Nc1cccc(Oc2c(F)c(F)c(F)c(F)c2F)c1)N1C[C@@H]2C[C@@H](C1)c1cccc(=O)n1C2	/	1	0	10	/	-4	/	/
O=C(c1cc(F)ccc1F)C1CCCN(Cc2cccn2-c2ccccn2)C1 (configuration not stated)	-0.3	/	10	-4	-27	-1	7	-0.2
Cc1cccc(Nc2nnc(SCC(=O)NC3CCCc4ccccc43)s2)c1 (configuration not stated)	/	1	2	-7	-13	5	-15	0.0
CC(C)(C)c1nc(NC(=O)Nc2ccccc2)sc1Br	/	/	/	-2	4	0	-63	0.0
O=C(NC1CC1)c1cccc(S(=O)(=O)N2CCOCC2)c1	3.6	1	-2	-8	5	-22	0	0.0
C[C@@H]1CN([C@@H](C)CO)C(=O)Cc2cc(NC(=O)Nc3cccc4ccccc34)ccc2O[C@@H]1CN(C)S(=O)(=O)c1ccc(Cl)cc1	0.1	3	0	4	-2	-7	5	-0.6
NS(=O)(=O)c1ccc(CNC(=O)CCC2CCCCC2)cc1	/	-2	-3	/	-10	-1	/	/
COCCC(=O)N1CCC(n2nccc2NC(=O)CCc2ccccc2)CC1	0.5	2	6	-1	1	-5	-1	-0.1
COc1ccc(C2NC(=O)CCC2[N+](=O)[O-])cc1 (configuration not stated)	0.1	-9	-4	1	-10	0	5	0.3
CC1CCc2c(c3ccccc3n2C(=O)CCl)C1 (configuration not stated)	-0.2	4	8	19	-1	8	2	0.0
C[C@@H]1CN([C@H](C)CO)C(=O)Cc2cc(NS(=O)(=O)c3ccc(F)cc3)ccc2O[C@H]1CN(C)Cc1ccc(Oc2ccccc2)cc1	-0.3	11	0	/	-14	10	0	0.3
CCOC(=O)CC1CCCCN1Cc1cn(C)nc1-c1ccc2c(c1)OCCO2 (configuration not stated)	/	2	2	-16	-14	-5	3	0.0
Cc1ccc(OC(=O)CCN2C(=O)c3ccccc3C2=O)cc1C	-3.0	-7	-6	10	-24	-3	-4	0.0
Cc1ccc(NC(=O)C2CCCN2C(=O)c2cccs2)c(C)c1 (configuration not stated)	/	2	5	-1	-11	-3	-7	0.3
